High-throughput results (PubChem)
MBD2 inh = inhibitors of MBD2 binding to methylated DNA, primary screen, biochemical, TR-FRET, DNA-binding domain, human; 0.31% of 370,000 active; inhibition, % at 4.4 µM; Methyl-CpG-binding domain protein 2 (Homo sapiens), Q9UBB5; MBD2 binding to methylated oligonucleotide; in the data active = inhibition above about 13%
SIAE inh = human SIAE inhibitors, primary screen, biochemical, fluorescence polarization, FP-Rh probe, 1536-well HTS; Sialate O-acetylesterase (Homo sapiens), Q9HAT2; SIAE FP-Rh probe binding; inhibition, % at 9.66 µM; 0.69% of 370,000 active;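 active = inhibition above a cutoff: mean of compounds within the control limits plus 3 SD of those, cut at about 17% in these data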;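 note: 0% = plate median of compound wells and 100% = probe without SIAE protein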
Target sequence (Q9HAT2 whole entry, looked up): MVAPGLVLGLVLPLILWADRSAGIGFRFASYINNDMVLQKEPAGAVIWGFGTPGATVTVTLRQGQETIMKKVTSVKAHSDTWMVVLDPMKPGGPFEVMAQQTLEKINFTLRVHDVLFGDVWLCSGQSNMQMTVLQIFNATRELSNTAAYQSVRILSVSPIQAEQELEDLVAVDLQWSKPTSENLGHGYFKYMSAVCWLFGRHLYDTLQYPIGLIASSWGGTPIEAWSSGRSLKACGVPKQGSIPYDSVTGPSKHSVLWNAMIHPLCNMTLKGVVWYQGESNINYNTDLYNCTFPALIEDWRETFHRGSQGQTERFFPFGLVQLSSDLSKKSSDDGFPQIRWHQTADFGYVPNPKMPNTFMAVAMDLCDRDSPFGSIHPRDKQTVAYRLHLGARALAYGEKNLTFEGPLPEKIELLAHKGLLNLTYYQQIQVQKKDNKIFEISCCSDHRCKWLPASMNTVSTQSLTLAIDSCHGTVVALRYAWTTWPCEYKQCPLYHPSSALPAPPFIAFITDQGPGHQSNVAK
ABHD4 inh = ABHD4 inhibitors, primary screen, biochemical, fluorescence polarization, mouse; (Lyso)-N-acylphosphatidylethanolamine lipase (Mus musculus), Q8VD66; purified mABHD4, FP-Rh probe fluorescence polarization; inhibition, % at 8.92 µM; 0.54% of 370,000 active;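 active = inhibition exceeding the mean over every tested compound plus 3 SD, cut at about 30% in these data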;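 note: 0% = plate median of compound wells and 100% = S159A mutant with DMSO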
Target sequence (Q8VD66 whole entry, looked up): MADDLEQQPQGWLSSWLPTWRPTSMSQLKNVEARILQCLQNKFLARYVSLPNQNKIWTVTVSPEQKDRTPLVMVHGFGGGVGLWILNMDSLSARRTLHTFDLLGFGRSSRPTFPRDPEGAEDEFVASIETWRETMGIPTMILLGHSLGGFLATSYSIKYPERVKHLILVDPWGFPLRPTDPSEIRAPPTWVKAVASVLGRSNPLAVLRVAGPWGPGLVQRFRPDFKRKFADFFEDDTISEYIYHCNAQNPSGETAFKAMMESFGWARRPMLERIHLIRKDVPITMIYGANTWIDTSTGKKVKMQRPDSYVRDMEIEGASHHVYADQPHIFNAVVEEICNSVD
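Assay system: wild-type mouse ABHD4 protein; compound: single nominal dose of 8.92 µM, 0.89% DMSO final; schedule: 45 min + 60 min at 25 °C; measured by: FP readout, ex 525 nm / em 598 nm; evaluation: % inhibition of FP-Rh probe binding versus controls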
GC-B act = human GC-B receptor activators, primary screen, HEK293 GC-B cells, cGMP TR-FRET, EC30 CNP; Atrial natriuretic peptide receptor 2 (Homo sapiens), P20594; 0% at EC30 CNP, 100% saturating CNP; activation, % at 10 µM; 0.11% of 370,000 active;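 active = activation at 10 µM reaching about 35% in either raw or pattern-adjusted values, limit read from the data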
TCR-CD3 inh = inhibitors of human TCR-CD3 interaction, primary screen, biochemical, fluorescence, TAMRA-labeled TCR probe; inhibition, % at 9.4 µM; T-cell receptor (TCR); 0.37% of 360,000 active; in the data active = inhibition above about 19%;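 note: recombinant mutant TCR 2C K166C tagged with TAMRA read by polarization; 0% = receptor in buffer alone and 100% = receptor with positive control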
PRMT1 inh = PRMT1 methyltransferase inhibitors, primary screen, biochemical, fluorescence polarization; recombinant PRMT1, activity-based probe fluorescence polarization; Protein arginine N-methyltransferase 1 (Homo sapiens), Q99873; 1.3% of 370,000 active; AID 652257, 2013; inhibition, % at 2.79 µM;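 active = inhibition above about 21% made by adding two undisclosed values, limit read from the data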
HTRA1 inhibitor = HTRA1 serine protease inhibitors, primary screen, biochemical, fluorescence polarization, HTS | inhibition, % at 5.96 µM | 0.5% of 340,000 active | recombinant HTRA1, FP-rhodamine activity-based probe; in the data active = inhibition above about 36%;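 note: 0% = enzyme with DMSO and 100% = wells lacking enzyme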
TDP2 inh = human TDP2 enzyme inhibitors, primary screen, biochemical, epi absorbance, recombinant enzyme; Tyrosyl-DNA phosphodiesterase 2 (Homo sapiens), O95551; T5PNP hydrolysis, p-nitrophenol absorbance 415 nm; inhibition, % at 12.8 µM; 0.34% of 370,000 active; AID 720702, 2013;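 active = inhibition above the mean of all tested compounds plus 3 SD, set per campaign, cut at about 25% in these data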;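 note: 0% = DMSO with enzyme and 100% = buffer with substrate but no TDP2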
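test system = human TDP2 enzyme | input = TDP2 enzyme at 120 nM final | medium = 50 mM Tris-HCl pH 7.5 with Mg2+, KCl, DTT, BSA | also added = T5PNP substrate, 5 mM | times = 2 h at 37 °C | technique = epi absorbance | benchmarks = high control without enzyme, low control DMSO plus TDP2 | replication = each compound tested once, singlicate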
rCAG RNA binder = binders of r(CAG) RNA repeats, primary screen, biochemical, fluorescence. 1.3% of 370,000 active. inhibition, % at 3 µM. r(CAG) RNA repeat, TO-PRO-1 dye displacement fluorescence;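 active = inhibition above the plate cutoff, the mean of all test compounds on that plate plus 3 SD, cut at about 35% in these data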;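 note: 0% = DMSO alone and 100% = 100 µM mitoxantrone as full dye displacement; higher means more dye released from RNA so lower well fluorescence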
LEDGF integ inh = blockers of LEDGF/p75-dependent integrase strand transfer – biochemical, TR-FRET, high throughput, primary screen. TR-FRET IN-LEDGF/p75 DNA integration, Eu/Cy5. 0.64% of 370,000 active. inhibition, % at 3.7 µM. HIV-1 integrase (with human LEDGF/p75);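 active = inhibition above the screen-wide mean plus 3 SD, cut at about 13% in these data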;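 note: signal is the Cy5 over europium emission ratio at 671 and 618 nm; 0% = plate median of compound wells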
Starred values were filed as active, the others as inactive; . = no result given.

Values run as follows: PRMT1 inh, MBD2 inh, TCR-CD3 inh, LEDGF integ inh, rCAG RNA binder, SIAE inh, TDP2 inh, GC-B act, ABHD4 inh, HTRA1 inhibitor
- COc1ccc(CN2CCN(C(=O)Cc3ccccc3)CC2)cc1Br
    -2, -8, 4, 7, -6, 11, 1, -3, 10, 10
- O=C(NCc1cccnc1)NC1CCCCC1
    -4, 3, 2, 0, 1, -1, 11, -2, -1, -3
- CCP(=S)(CC)c1ccc(N(C)C)cc1
    -6, -4, 6, 3, -3, 3, 2, 1, 1, -12
- COc1ccc(OC)c(N=Cc2c(O)n(Cc3ccccc3)c(=S)[nH]c2=O)c1
    -2, 2, -8, 4, 10, 2, -22, -2, 5, -1
- COC(=O)C1=C(c2ccc(F)cc2OCc2ccccc2)C[C@@H]2CC[C@H]1N2C(=O)NCc1ccc(C)cc1
    0, 2, -3, -5, 3, -4, 4, -3, -13, -66
- COc1ccccc1CNC(=O)CCC(=O)N1C[C@H]2C[C@@H](C1)c1cccc(=O)n1C2
    4, 1, -4, -4, -2, -3, -5, 7, -1, -8
- C[C@]12CCC3C(CC[C@H]4C[C@@H](O)CC[C@]34C)[C@H]1CC[C@H]2O (stereo partly drawn)
    -2, -3, 4, -3, 1, 3, -8, 1, 1, -10
- CN1CCN(S(=O)(=O)c2ccc(Cl)nc2)CC1
    0, -1, -2, -3, 0, -4, -5, 6, -5, -2
- CCC(=O)N1N=C(c2c(O)n(CCc3ccccc3)c(=O)[nH]c2=O)CC1c1ccc(OC)c(OC)c1 (stereo not drawn)
    -1, 1, -5, -2, 17, 0, 11, 6, 7, .
- S=P(NC1CCCCC1)(N1CC1)N1CC1
    11, 0, 3, -3, 4, 3, 0, 0, -3, 1
- CCOC(=O)c1c(C)[nH]c(C(=O)C(Cc2ccccc2)N(C)C)c1C (stereo not drawn)
    1, 1, 1, -2, -14, 2, 3, -6, 6, -8
- O=C(c1ccc2c(c1)OCO2)C1CCCN(Cc2ccc(F)c(F)c2)C1 (stereo not drawn)
    -1, -5, 7, -3, -8, 1, -2, -3, -8, -6
- CCCCn1c(=O)c(C(=O)Nc2ccccc2Cl)c(O)c2ccccc21
    -4, -6, 7, 2, 0, -2, -6, 0, 2, -1
- Cn1cc(/C=C2\C(=O)NC(=O)N(c3ccccc3)C2=O)c2ccccc21
    6, -4, -4, 0, 0, -85, 4, 2, 0, 2
- COc1ccc(C2=NCc3nnc(C)n3-c3ccc(Cl)cc32)cc1Cl
    -2, 5, 2, -2, -2, -6, 0, 6, -6, 2
- CCc1cc(OC)c(CCN)cc1OC
    -2, -2, -10, -3, 1, -3, 0, 0, 3, .
- CC1N(O)C2CCCCCC2N1O (stereo not drawn)
    2, 1, -1, -3, -1, 9, -7, 5, -2, 3
- O=c1c2ccccc2nc(/C=C\c2ccccc2[N+](=O)[O-])n1-c1ccccc1O
    0, -2, 7, 1, 19, -11, -9, 2, -4, -18
- O=C1C=C(N2CC2)c2ccccc2C1=O
    17, -13, 17, 39*, 32, 17, 52*, -3, 67*, 51*
- CCN(CCNc1ccc([N+](=O)[O-])c2cccnc12)S(=O)(=O)c1ccc(Cl)cc1
    1, -5, 0, -3, 14, -6, -14, -4, -12, -18
- CC(=NCCCn1ccnc1)c1c(O)n(C2CCCCC2)c(=O)[nH]c1=O
    -2, -6, -7, 8, -2, 1, -14, 1, -1, 8
- O=C(Nc1ccc(C(F)(F)F)cc1)OC1CN2CCC1CC2 (stereo not drawn)
    -2, 2, -6, -3, -3, 0, 1, -3, -7, 1
- Cc1cccc(N2C(=O)/C(=C/N3CCN(C(=O)c4ccco4)CC3)C(=O)NC2=S)c1
    6, -5, -39, 0, 18, -30, -16, -3, -13, -7
- C/C=C(\C)C(=O)N[C@@H](c1ccccc1)[C@@H](O)C(=O)O[C@H]1C[C@@]2(O)[C@@H](OC(=O)c3ccccc3)C3[C@](C)(C(=O)[C@H](OC(C)=O)C(=C1C)C2(C)C)[C@@H](O)C[C@H]1OC[C@@]31OC(C)=O (stereo partly drawn)
    1, 0, 5, -6, 5, -9, -4, -1, -5, .
- O=C(NC1CC1)C1CSC(c2cccnc2)=N1 (stereo not drawn)
    -1, 2, 2, -1, -2, -6, -1, -2, 0, -5
- C/C(CC(c1ccccc1)c1c(O)c2ccccc2oc1=O)=N\Nc1ccc([N+](=O)[O-])cc1[N+](=O)[O-] (stereo not drawn)
    6, -2, 9, 9, 9, 7, -5, -5, 1, 5
- O=c1[nH]c(=S)n(-c2ccc(Cl)cc2)c(O)c1C=Nc1ccc(N2CCOCC2)cc1
    8, -2, 5, 0, 9, -1, 8, -7, 40*, 7
- COC(=O)c1nc(-c2ccc3c(n2)C(=O)C(N)=C(OC)C3=O)c(N)c(-c2ccc(OC)c(OC)c2O)c1C
    5, -7, 5, 4, 34, -24, 6, 0, 20, 8
- Cc1ccnc(-n2c(-c3ccccc3)nc3ccccc3c2=O)c1
    2, 5, 2, 0, -2, -3, 6, -11, -4, 4
- OC(CCNCCc1c[nH]c2ccccc12)C(F)(F)Cl (stereo not drawn)
    -1, 1, 8, 3, -3, 6, -9, -5, -4, 4
- CSCCC(N=Cc1c(O)n(-c2ccc(Cl)cc2)c(=O)[nH]c1=O)C(=O)OC(C)(C)C (stereo not drawn)
    -1, 3, -6, -1, -6, 3, -5, 0, 5, -4
- COc1ccc(OC)c(C(O)C(C)N)c1 (stereo not drawn)
    -7, -2, 2, 3, 4, 4, -5, -3, -4, -1
- CCc1ccc(-n2c(O)c(/C=N/NC(=O)c3ccncc3)c(=O)[nH]c2=O)cc1
    1, 1, 18, -3, 8, 1, -12, 2, 9, 0
- CC(=O)Nc1ccccc1C(=O)OCC(=O)c1cccc2ccccc12
    1, 4, 1, -2, 2, -4, -2, -4, -8, -19
- ON1C2CCCCC2N(O)C1c1ccccc1 (stereo not drawn)
    -3, 1, 4, 2, -2, 5, 13, 1, 3, 2
- NC(=O)c1ccc(OCCC(O)N2CC=C(c3ccc(F)cc3)CC2)cc1 (stereo not drawn)
    4, 3, 0, -3, -1, 13, 8, -4, 1, 5
- COC(=O)C1=C(c2ccc(F)cc2OCc2ccccc2)C[C@@H]2CC[C@H]1N2C(=O)NCCOc1ccc(OC)cc1
    2, -1, -4, 1, 4, -4, 7, -10, -12, -41
- COC(=O)C1=C(c2ccccc2OCc2ccccc2)C[C@@H]2CC[C@H]1N2C(=O)NCCOc1ccccc1
    2, -1, -1, -1, 8, -6, -11, -9, -15, -42
- O=C(NCC(c1cccnc1)N1CCN(c2ccccc2F)CC1)Oc1ccccc1 (stereo not drawn)
    1, 5, 0, -3, 4, -4, -7, 0, 6, 4
- Cn1cccc1/C=C1\C(=O)NC(=O)N(Cc2ccco2)C1=O
    31*, 20*, 13, 65*, 40*, 4, 12, -2, 11, 11
- O=C1C2CCCN2C(c2cccs2)N1c1ccccn1 (stereo not drawn)
    -2, 2, 0, -5, 0, 6, -12, 4, 3, 1
- C[C@]12CCC3C(CCC4=C/C(=N/OCC(=O)NC(CCC(N)=O)C(=O)O)CC[C@@]43C)C1CCC2O (stereo partly drawn)
    1, 2, -3, 3, 1, -6, -2, -2, 2, 3
- COc1cc(OC)cc(C(=O)Nc2ccc(Br)cc2C(=O)c2ccccc2)c1
    -1, 5, 10, -2, -2, 1, 1, -3, 0, -2
- CCc1ccc(-c2nn(Cc3ccccc3)cc2C=O)cc1
    -1, 0, 6, -1, -5, 5, -5, -3, -9, -36
- CC(C)(C)C(=O)Nc1ccc(S(=O)(=O)N2CC3CC(C2)c2cccc(=O)n2C3)cc1 (stereo not drawn)
    -4, -1, 2, 5, -2, -6, -5, -2, -7, 7
- Cc1cccc(C(C)c2cnc[nH]2)c1C (stereo not drawn)
    1, 2, ., -6, 2, 0, -4, -3, -2, .
- CCc1ccc(OCCCN=C(C)c2c(O)n(C)c(=O)n(C)c2=O)cc1
    1, -5, 2, 4, -8, -3, 1, -3, -5, -3
- NC(=S)N/N=C/c1coc2ccccc2c1=O
    4, 0, -11, -5, 3, 1, 2, -6, 3, -3
- Cc1ccc2c(c1)Oc1ccccc1N=C2
    1, 1, 6, -1, 4, 4, -7, -16, 2, -4
- c1ccc2c(c1)CN(Cc1ccc3c(c1)OCO3)Cc1cnnn1-2
    -3, -7, 3, -9, 1, -2, -7, -4, -3, 3
- COc1ccc(C2=NS(=O)(=O)N(C)C(C(=O)N3CCC4(CC3)OCCO4)=C2)cc1OC
    -2, 3, 0, 1, -1, -9, -10, 2, -4, 2
- O=c1c2ccccc2nc(/C=C/c2ccccc2)n1-c1ccc(O)cc1
    -1, 2, -3, 2, 7, -14, -11, 1, -12, -36
- O=C(C1CC(c2ccccc2O)=NO1)N1CCC2(CC1)OCCO2 (stereo not drawn)
    -2, -12, 6, 0, 3, 1, 4, -2, -2, 7
- COCc1cc(C2SCC(=O)Nc3c2c(=O)[nH]n3C(C)C)ccc1OC (stereo not drawn)
    1, -1, 0, -3, 1, 2, 0, -3, 3, 0
- CN1C(=O)C(=Cc2cccnc2)C(=O)N(C)C1=O
    14, -1, -3, 1, -2, 3, -5, -1, -3, 9
- C[C@]12CC[C@H](O)C[C@@H]1CC[C@@H]1[C@@H]2CC[C@]2(C)[C@@H](C(=O)O)C[C@@H]12
    -4, -4, 4, -2, -1, 1, -2, -2, -1, 0
- CC(ON1CC1(C(F)(F)F)C(F)(F)F)(C(N)=O)C(N)=O (stereo not drawn)
    0, 4, 1, -2, -3, -1, 0, 1, 8, 4
- CCCc1cc(=O)oc2cc(OCC(=O)N3CCC(C(=O)O)(c4ccccc4)CC3)ccc12
    4, 3, 2, -3, 22, -4, 1, -7, 1, -10
- CCOC(=O)COc1ccc2c(c1)c(C(C)=O)c(C)n2Cc1ccccc1
    0, -5, -2, -3, -7, 4, -7, 14, -10, -14
- O=C1NC(=O)C(CCc2ccccn2)(Cc2cccc(Cl)c2Cl)C(=O)N1c1ccc(Br)cc1 (stereo not drawn)
    -1, 2, 0, 4, 3, -3, -9, -2, -8, -11

Carrying on.
Values run as follows: PRMT1 inh, MBD2 inh, TCR-CD3 inh, LEDGF integ inh, rCAG RNA binder, SIAE inh, TDP2 inh, GC-B act, ABHD4 inh, HTRA1 inhibitor
- CSCCC(c1nnnn1-c1c(C)cccc1C)N1CCC2(CC1)C(=O)NCN2c1ccccc1 (stereo not drawn)
    0, -5, 4, 2, 4, 11, 6, -5, 12, .
- ClCCN(CCCl)c1ccc(C=Cc2ccncn2)cc1
    9, -14, 0, -7, -6, 1, -4, -6, -6, .
- COc1nc2ccccc2c(=O)n1-c1ccc(C)cc1
    -5, -2, -2, -1, -4, -4, -8, 3, -12, 4
- CCN(CC)CCNC(=O)c1c(O)c2ccccc2n(Cc2ccccc2)c1=O
    5, 7, -4, -3, -2, -2, -10, 9, -13, 2

These rows are one share of the data; the hit share may differ from the screen's.
